PTHR1 agonist – PTHR1 (human) receptor agonism. Q03431. HEK293 GP2 PTHR1 cells, GloSensor cAMP luminescence, 1 h. Potency, µM (doses to about 115 µM), inactives show at the highest dose activation, actives largely listed as activators. actives 0.075% (n = 410,000); further: potency means the concentration at half of the fitted maximal effect; nearly all actives have a fitted effect of over 55% in size; some results filed as inactive show a strong effect at the top dose; inactives centre near -15; many of its hits are not listed in these tables
Target sequence (Q03431 whole entry, looked up): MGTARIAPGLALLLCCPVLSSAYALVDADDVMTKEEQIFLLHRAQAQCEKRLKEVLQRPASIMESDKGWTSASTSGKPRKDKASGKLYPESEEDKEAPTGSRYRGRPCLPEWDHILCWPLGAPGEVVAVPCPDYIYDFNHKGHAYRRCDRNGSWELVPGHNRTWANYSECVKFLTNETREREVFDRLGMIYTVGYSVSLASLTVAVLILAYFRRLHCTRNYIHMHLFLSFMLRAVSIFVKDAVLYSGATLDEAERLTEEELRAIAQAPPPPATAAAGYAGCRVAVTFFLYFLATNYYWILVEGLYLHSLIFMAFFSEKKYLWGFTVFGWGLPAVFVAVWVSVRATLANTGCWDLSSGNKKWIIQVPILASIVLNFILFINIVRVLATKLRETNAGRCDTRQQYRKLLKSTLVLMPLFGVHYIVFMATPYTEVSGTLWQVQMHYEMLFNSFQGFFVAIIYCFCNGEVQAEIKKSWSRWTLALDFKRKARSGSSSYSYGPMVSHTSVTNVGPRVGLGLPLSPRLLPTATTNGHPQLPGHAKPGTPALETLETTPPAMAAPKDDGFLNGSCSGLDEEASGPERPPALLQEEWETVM
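HEK-293-derived GP2 cells expressing PTHR1 and a GloSensor cAMP reporter, 3,000/well, plated overnight, given luciferin plus IBMX (each 0.5 mM as added) for 1 h at 37 °C, then compound for 1 h at 37 °C. Luminescence was read after 15 min at room temperature.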
aSyn yeast inh – rescues yeast growth from alpha-synuclein toxicity | Potency, µM (titrated, usually from 46.1 µM), without a hit: at the top dose growth rescue (activation), usual class: activators | Yeast expressing alpha-synuclein, growth rescue, BacTiter-Glo, 24 h | actives 0.14% (n = 370,000); further: potency means the concentration at half of the fitted maximal effect; % of control where 0% means no effect; nearly all actives have a fitted effect of over 65% in size
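Readout is rescue of growth in alpha-synuclein-expressing yeast, so inhibitors of toxicity appear as activators. Growth after 24 hr at 30 deg C in galactose medium is quantified by luminescence.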
Abeta yeast res – compounds reversing amyloid beta toxicity in yeast. yeast expressing A-beta42, growth rescue, OD600, 48 h; response scale: 0% DMSO, 100% iron-clioquinol control. Potency, µM (top dose mostly 46.1 µM), without a hit: at the top dose growth rescue, usual class: activators. actives 0.063% (n = 410,000). AID 1347071; further: potency means the concentration at half of the fitted maximal effect; nearly all actives have a fitted effect of over 55% in size
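Yeast growth medium received pinned compounds, then yeast cells expressing toxic A-beta were added; plates incubated at 30 C for 48 hr. Growth read as absorbance at 600 nm, normalized to DMSO and equimolar FeCl3 plus clioquinol controls.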
TDP43 rescue – TDP-43 toxicity inhibition in yeast | TDP-43 expressing yeast growth rescue, BacTiter-Glo, 24 h | Potency, µM (series often up to 46.1 µM), for the others: top-dose growth rescue (activation), usual class: activators | actives 1.8% (n = 410,000) | AID 652104; further: potency means the concentration at half of the fitted maximal effect; % of control where 0% means no effect; nearly all actives have a fitted effect of over 50% in size
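Yeast cells expressing TDP-43 under galactose induction are exposed to compounds for 24 hr at 30 deg C. BacTiter-Glo luminescence measures growth, so protective compounds score as activators.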
GLP-1R inv ag – inverse agonists of human GLP-1 receptor; P43220; HEK293 GLP-1R CRE-luciferase, luminescence, 24 h; GLP-1R form is constitutively active; Potency, µM (titrated, usually from 38.3 µM), for the others: at the top dose activity change, negative = inhibition, actives largely listed as inhibitors; actives 1.6% (n = 410,000); AID 624417; further: potency means the concentration at half of the fitted maximal effect; on the % scale 0 is the no-effect control and ±100 the full control effect; nearly all actives have a fitted effect of over 55% in size
Target sequence (P43220 whole entry, looked up): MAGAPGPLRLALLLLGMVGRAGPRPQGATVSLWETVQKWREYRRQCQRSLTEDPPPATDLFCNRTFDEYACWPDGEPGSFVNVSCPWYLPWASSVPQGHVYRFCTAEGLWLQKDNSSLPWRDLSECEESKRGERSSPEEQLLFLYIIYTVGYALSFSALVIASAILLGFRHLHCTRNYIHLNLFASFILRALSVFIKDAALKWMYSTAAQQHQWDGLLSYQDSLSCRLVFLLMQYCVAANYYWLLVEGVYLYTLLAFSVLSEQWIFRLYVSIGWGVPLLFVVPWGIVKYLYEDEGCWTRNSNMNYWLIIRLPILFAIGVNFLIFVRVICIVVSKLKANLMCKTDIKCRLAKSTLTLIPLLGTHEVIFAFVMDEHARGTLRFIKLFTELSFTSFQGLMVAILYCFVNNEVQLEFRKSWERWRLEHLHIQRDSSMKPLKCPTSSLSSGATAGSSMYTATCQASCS
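Inverse agonists were sought by their lowering of basal cAMP reporter luciferase output in HEK293 cells stably carrying constitutively active human GLP-1R, after 24 h compound treatment.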
Akt phos inh – Akt phosphorylation inhibition. Neuro2A IGF-stimulated pAkt S473 HTRF, 20 min; hits give low values. activity change, % for hits at 50 µM. actives 0.32% (n = 360,000). AID 651550; in the data active means activity change below about -80%; inconclusive means mostly about -51% to -80%; further: on the % scale 0 is the no-effect control and ±100 the full control effect
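Single-point screen (50 µM final compound) in Neuro2A cells stimulated 20 min with 6 nM IGF at 37 deg C. After lysis, Ser473-phosphorylated Akt read by HTRF (ex 330 nm, em 615/665 nm) as the 665/615 ratio.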
HEK293 tox – cytotoxicity in counter-screen for GLP-1R inverse agonists | HEK293 cAMP-luciferase reporter cells, luminescence, 24 h | Potency, µM (doses to about 38.3 µM), for inactives: top-dose activity change, negative = inhibition, usual class: inhibitors | actives 0.13% (n = 410,000) | AID 624418;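 further: loss of luciferase light is scored as toxicity; potency means the concentration at half of the fitted maximal effect; on the % scale 0 is the no-effect control and ±100 the full control effect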
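Compound-treated cells are incubated 24 hr at 37 deg C under 5% CO2 after a 12 hour attachment period, then luciferase detection reagent is added and luminescence is measured following 12 min at room temperature; lowered signal indicates toxicity.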
FUS yeast rescue – rescues growth of FUS-expressing yeast | actives 0.24% (n = 390,000) | AID 1347120 | S. cerevisiae FUS-expressing, growth rescue, OD600, 24 h | Potency, µM (titrated, usually from 76.6 µM), without a hit: at the highest dose growth rescue (activation), usual class: activators;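 further: potency means the concentration at half of the fitted maximal effect; plate controls were DMSO vehicle for no effect and reference control for full effect; nearly all actives have a fitted effect of over 55% in size; some results filed as inactive show a strong effect at the top dose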
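Read-out: OD at 600 nm after 24hr at 30C, reporting rescue of FUS-induced yeast toxicity. Cells at OD 0.005 in galactose (2%) minimal medium; compounds tested in a dilution series; CP55940 titration from 92uM final as control.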
Mm-Cpn inhibitor – M. maripaludis TRiC chaperonin inhibition; Potency, µM (titrated, usually from 76.9 µM), inactives show at the highest dose activity, negative = inhibition, usual class: inhibitors; actives 0.031% (n = 330,000); purified Mm-Cpn ATPase, ADP Transcreener TR-FRET; further: potency means the concentration at half of the fitted maximal effect; on the % scale 0 is the no-effect control and ±100 the full control effect; nearly all actives have a fitted effect of over 80% in size
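Compound-treated chaperonin, 25 nM final, turns over 10 uM ATP at 37°C for 30 min following a 10 min preincubation; ADP generated competes with ADP-d2 for Eu-cryptate antibody, lowering FRET.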
Numbers without * were called inactive; i = inactive; ? = inconclusive; · = no result given; & = joins results of further samples; [ ] = dose if it differs, or a comment. Unless noted, the call rests on the fitted dose curve; in most records, active means well fitted curve in the direction sought with a large enough effect; inconclusive means small, poorly fitted or top-dose-only effect, or another doubt; inactive means no such curve, though single readings can be large; an effect the other way counts as inactive or inconclusive.

SMILES	PTHR1 agonist	aSyn yeast inh	Abeta yeast res	TDP43 rescue	GLP-1R inv ag	Akt phos inh	HEK293 tox	FUS yeast rescue	Mm-Cpn inhibitor
Cc1ccccc1-c1nnc(SCC(=O)N2CCCC2)o1	i	8%	-19%	1%	8%	i	-1%	9%	1%
CCOc1ccc(S(=O)(=O)N2CCCCC2)c(C)c1C	-13%	2%	-6%	?	?	i	0%	-3%	-1%
CCCCCc1c(-c2ccc(F)cc2)ncn1CCc1ccccc1OC	-32%[inhibitor]	-7%	1%	24%	?	i	?	19%	·
NC(=O)c1ccccc1NC(=O)CN1CCOCC1	-4%[57.5 µM]	1%	-1%	8%	-3%	i	6%	-21%	4%
O=C(C[n+]1ccc2c(c1)nnn2-c1ccccc1)c1ccc(Cl)cc1	i	-1%	1%	2%	?	i	3%	?	-2%
O=C(NCc1cccnc1)c1cc(C2CCCN(C(=O)CCCc3ccccc3)C2)on1 (stereo not given)	-6%	-4%	-2%	12%	?	i	0%	14%	·
COC(=O)NCc1cc2cc(Cl)ccc2[nH]1	-10%	-16%	-6%	27%	0%	i	-12%	-3%	1%
O=C1c2ccccc2-c2onc3ccc(Oc4ccccc4)c1c23	i	?	-26%	7.1µM*	?	i	?	·	-1%
Cc1ccc(OCC(=O)Nc2ccc(F)cc2)c([N+](=O)[O-])n1	-7%	7%	0%	10%[9.22 µM]	14%	i	-4%	18%	3%
COc1cccc(NC(=O)CCc2nc(-c3cccs3)no2)c1	i	-1%	-22%&-21%	20%	-26%&-17%	i	-9%&2%	3%&-17%	0%
COc1ccc(OC)c(-n2nnc(-c3nc(-c4ccc5c(c4)OCO5)no3)c2C)c1	10%	·	-12%	10%	18%	·	-2%	3%	·
COc1cc(C(=O)Nc2ccc(NC(=O)C3CC3)nc2)cc(OC)c1OC	-2%	-12%	-1%	5%	2%	i	-9%	3%	1%
CCCc1cc(=O)[nH]c(SCC(=O)N2c3ccccc3CC2C)n1 (stereo not given)	i	0%[1.84 µM]	0%	-3%	5%	i	2%	21%	1%
c1ccc2c(c1)CNC1(CCCCC1)C2	-2%[57.5 µM]	0%	13%	-9%	-25%	i	0%	-11%	-2%
Cn1c(-c2ccc(F)cc2)cnc1NCc1ccccc1F	i	4%	-9%	-10%	-5%	i	2%	-22%	0%
CCOC(=O)c1cc2c(=O)n3cccc(C)c3nc2n(Cc2ccco2)c1=NC(=O)c1ccccc1	-9%[57.5 µM]	-1%&3%	-7%&12%	-12%&-7%	21%&14%	i	39%[activator]	27%	0%
CN(C)C(CNC(=O)c1cc(S(=O)(=O)N(C)Cc2ccccc2)ccc1Cl)c1ccco1 (stereo not given)	-4%	2%	-4%	-3%	?	i	0%	25%	2%
O=C(Nc1ccncc1)c1ccc(Cl)cc1	-2%	-1%	1%	11%	-2%	i	-16%	-16%	0%
COc1ccccc1-c1csc(C(NC(C)=O)c2cccc(F)c2)n1 (stereo not given)	4%	-2%	-5%	26%	-5%	i	-9%	-6%	·
CCCc1c(C(=O)OCC)nnc2c(-c3ccccc3)c(C)nn12	-9%	·	-5%	15%	13%	·	-2%	7%	·
COCC(C)n1c(C)cc(C(=O)COC(=O)c2c(NC(C)=O)sc(C)c2C)c1C (stereo not given)	-47%	4%	1%	5%	7%	i	-13%	0%	-4%
C=CCN(c1ccccc1)S(=O)(=O)c1cccc(C(=O)NCC(c2ccccc2OC)N2CCCC2)c1 (stereo not given)	i	0%	-1%	-25%	?	i	?	23%	0%
CCCCOc1nc(N)nc(-c2ccccc2)n1	i	-5%	-3%	23%	-9%	i	0%	20%	0%
CCOC(=O)C(C(=O)N(C)C)c1ncc(C(F)(F)F)cc1Cl (stereo not given)	-24%	1%	6%	20%	4%	i	2%	13%	0%
CCCCC12CN3CC(C)(CN(C1)C3c1c[nH]c3ccccc13)C2=O (stereo not given)	-2%	·	-12%	19%	?	·	-5%	-23%	·
CC(C)CN1CCC(=O)N([C@H](CSc2ccc(Br)cc2)c2ccccc2)CC1	-36%[inhibitor]	-1%	-18%	5%	14%	i	-32%	0%	2%
CCn1c(=O)cc(N2CCOCC2)[nH]c1=O	i	6%	-14%	-16%	21%	i	5%	-15%	-2%
C=CCOc1ccc(/C=C/C(=O)OCC(=O)N2CCN(S(=O)(=O)c3ccc(C)cc3C)CC2)cc1	-33%	-1%	-1%	12%	3%	i	-8%	-5%	·
COc1ccc(-c2nn(C)c(=O)[nH]2)cc1	i	-1%	-2%	2%	8%	i	5%	24%	-1%
COc1cccc(C(=O)NC(C)C(c2cccs2)N2CCN(C)CC2)c1 (stereo not given)	-2%[57.5 µM]	-1%	-10%	-9%	1%	i	-8%	14%	-10%
CCOC(=O)N/N=C/c1ccc(OC)c(O)c1	i	4%	0%	0%	3%	i	-5%	-38%	3%
COc1ccc(C(c2nnnn2CS(=O)(=O)c2ccc(C)cc2)N2CCN(Cc3ccccc3)CC2)cc1 (stereo not given)	i	-5%	15%	0%	-28%	i	-2%	17%	·
Cc1ccccc1OC(C)c1nc(-c2ccccc2)no1 (stereo not given)	-17%[57.5 µM]	-16%	3%	9%	?	i	15%	5%	0%
O=C(COC(=O)COc1ccccc1F)NCCc1ccc(F)cc1	i	-7%	-1%	4%	18%	i	-24%	4%	-3%
O=C(CN(c1ccc(Cl)cc1)S(=O)(=O)c1ccc(Cl)c([N+](=O)[O-])c1)NCCc1ccccc1	i	-4%	10%	3%	1%[0.307 µM]	i	-1%[0.307 µM]	21%	-1%
FC(F)(F)Sc1ccc(NC(=S)NCc2ccccc2)cc1	-14%	-29%	?	17%	?	i	?	9%	0%
COc1cc(/C=N/NC(=O)c2cccc(C)c2)ccc1OCC(=O)Nc1ccccc1	?	1%	12%	5%	-14%	i	-12%	3%	·
CCOc1ccc(C(=O)NCC(c2ccco2)N2CCOCC2)cc1 (stereo not given)	0%	0%	1%	13%	4%	i	-3%	-2%	-2%
CC(=O)Nc1cccc(C(=O)N/N=C/c2c[nH]c3ccccc23)c1	-7%	-3%	-11%	13%	0%	i	7%	14%	?
CCC(C)[C@H]1CNCCN1CCc1cc(C(F)(F)F)cc(C(F)(F)F)c1 (stereo not given in full)	-3%	-14%	1%	-4%	?	i	?	19%	0%
On1nnc2ccc(C(F)(F)F)cc21	-17%	0%	1%	11%	6%	i	-1%	-20%	2%
CC(C)NC(=O)c1ccccc1NC(=O)c1nsc2ccccc12	2%	·	13%	10%	8%	·	-4%	0%	·
CCN(CC(=O)Nc1c(F)cccc1F)C(=O)c1cccc(S(=O)(=O)N2CCN(c3ccccc3)CC2)c1	i	0%	-2%	20%	-23%	i	-3%	·	1%
O=C(CN1C(=O)C2CC=CCC2C1=O)NCC1COc2ccccc2O1 (stereo not given)	-32%[inhibitor][57.5 µM]	1%	8%	5%	-8%	i	-2%	-11%	2%
Cc1occc1-c1nnc(SCC(=O)NC(C)(C)C)n1CC(C)C	i	3%	-9%	1%[9.22 µM]	-13%	i	5%	11%	1%
CC1(O)N(Cc2ccccc2)C(=O)OC12CCCCC2 (stereo not given)	i	-4%	-19%	-12%	0%	i	20%	-5%	1%
COc1ccc(CC(=O)NCc2ccccn2)cc1OC	i	-3%	-15%	-5%	2%	i	7%	-2%	-2%
O=C(NCCN1CCOCC1)C1CCN(Cc2ccccc2O)CC1	-7%[57.5 µM]	-12%	3%	23%	0%	i	1%	2%	-1%

A draw from above in order of formula weight, largest number first.
SMILES	PTHR1 agonist	aSyn yeast inh	Abeta yeast res	TDP43 rescue	GLP-1R inv ag	Akt phos inh	HEK293 tox	FUS yeast rescue	Mm-Cpn inhibitor
O=C(NCCN1CCOCC1)C1CCN(Cc2ccccc2O)CC1	-7%[57.5 µM]	-12%	3%	23%	0%	i	1%	2%	-1%
CCOc1ccc(C(=O)NCC(c2ccco2)N2CCOCC2)cc1 (stereo not given)	0%	0%	1%	13%	4%	i	-3%	-2%	-2%
CC(=O)Nc1cccc(C(=O)N/N=C/c2c[nH]c3ccccc23)c1	-7%	-3%	-11%	13%	0%	i	7%	14%	?
COc1ccc(CC(=O)NCc2ccccn2)cc1OC	i	-3%	-15%	-5%	2%	i	7%	-2%	-2%

Other structures follow:
SMILES	PTHR1 agonist	aSyn yeast inh	Abeta yeast res	TDP43 rescue	GLP-1R inv ag	Akt phos inh	HEK293 tox	FUS yeast rescue	Mm-Cpn inhibitor
CN1CCN(c2ccc(Cl)cc2NS(=O)(=O)c2ccccc2Cl)CC1	i	1%	12%	-7%	?	i	3%	0%	0%
CC(C)(C)OC(=O)N1CCC(c2c(C(=O)N3CCOCC3)cnn2-c2cccc(F)c2)CC1	i	·	-5%	0%	14%	·	2%	5%	·
CC(C)(CO)NC(=O)c1ccc2nc(Cc3cccc(Cl)c3)oc2c1	-3%	-1%	-16%	-2%	16%	i	3%	8%	0%
COc1ccc(/C=N/NC(=O)c2cccc(NC(C)=O)c2)c(C(=O)O)c1OC	-16%	-7%	-4%	-10%[0.397 µM]	5%	i	-1%	-7%	0%
Cc1cccc(NC(=O)[C@H](Cc2ccccc2)NC(=O)[C@@H]2Cc3ccccc3CN2)c1	i	0%	0%	2%	-12%	i	-4%	41%	2%
Cc1nc2ncnn2c(C)c1CCC(=O)N1CCN(C(=O)c2ccco2)CC1	i	6%	8%	8%	18%	i	5%	-1%	-1%
CCN(CCNC(=O)CN(C)S(=O)(=O)c1cccc2nsnc12)c1ccccc1	i	2%	6%	-7%	-5%	·	-22%	22%	-4%

Assay outcomes deposited in PubChem by National Center for Advancing Translational Sciences (NCATS).

A portion of the library (hit frequency here may not be typical).
